# Source: PubChem BioAssay (several laboratories)
# MEKK2 mut-MEK5 = signal of MEK5 binding to mutant human MEKK2 PB1 domain | bead flow cytometry, Alexa488-MEK5 binding to MEKK2 mutant | percent response, % at 10 µM | 290,000 tested, 0.35% active; in the data active = percent response above about 24%, passing the limit was not always enough; note: inactives centre near 1; some results filed as inactive read as strong as hits; reference of the scale not given here
# MEKK2wt PB1 HTS = raises or lowers MEK5 binding to wildtype human MEKK2 PB1 domain; Q9Y2U5; bead flow cytometry, Alexa488-MEK5 binding to MEKK2 WT; actives lie on both sides; binding response (% of control), % at 10 µM; 290,000 tested, 1.1% active; AID 1531; in the data active = binding response below about 67% or above about 130%
# GalR3 antagonist = blocks the human galanin receptor 3. HEK293 GalR3-CNG cAMP membrane potential fluorescence; galR3 body fused to GalR1 C-terminus. inhibition, % at 3 µM. AID 651719. 360,000 tested, 0.44% active;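 active = inhibition above the screen-wide average plus 3 SD, cut at about 13% in these data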;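 note: forskolin and galanin both at EC90 stimulate the cells; cAMP rise reported by CNG channel membrane potential dye signal; 0% = forskolin plus galanin with DMSO and 100% = forskolin alone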
# Target sequence (O60755 1-299 limits assumed): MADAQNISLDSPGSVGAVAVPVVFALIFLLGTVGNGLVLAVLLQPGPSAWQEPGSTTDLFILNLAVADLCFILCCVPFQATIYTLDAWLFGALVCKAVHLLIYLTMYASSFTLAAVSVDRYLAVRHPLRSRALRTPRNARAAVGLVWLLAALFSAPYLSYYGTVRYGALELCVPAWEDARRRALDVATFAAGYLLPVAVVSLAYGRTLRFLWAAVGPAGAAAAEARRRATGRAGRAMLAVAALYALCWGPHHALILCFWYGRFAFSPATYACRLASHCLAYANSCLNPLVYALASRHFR
# NALP1 inh = NALP1 inhibition; S. cerevisiae NALP1/ASC/caspase-1 growth, X-gal OD620, 72 h; inhibition, % at 10 µM; 280,000 tested, 0.61% active; AID 2071; in the data active = inhibition mostly above about 24%, no sharp cut-off; inactive = mostly below about 32%; note: some compounds called inactive have numbers as strong as hits
# OXTR agonist = human OXTR agonism; P30559; CHO-OTR cells, Fluo-8 calcium fluorescence; normalized: DMSO 0%, oxytocin 100%; activation, % at 3 µM; 320,000 tested, 0.32% active; AID 2435;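 active = activation above the mean of all tested compounds plus 3 SD, cutoff set per screening run, cut at about 20% in these data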;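 note: peak over basal fluorescence ratio from a 100 s FLIPR kinetic read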
# V1R ag counter = activates human V1a receptor in oxytocin agonist counter-screen | P37288 | CHO-V1R cells, Fluo-8 calcium fluorescence, agonist mode; 0% DMSO, 100% 3 nM vasopressin | activation, % at 3 µM | AID 2797 | 320,000 tested, 0.25% active;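 active = activation above the mean activation of all tested compounds plus 3 SD, per screening run, cut at about 20% in these data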;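 note: signal is peak over basal fluorescence ratio across a 100 second FLIPR read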
# PHOSPHO1 block = blocks human PHOSPHO1 phosphatase activity | Q8TCT1 | recombinant PHOSPHO1, absorbance phosphatase assay | inhibition, % at 13.3 µM | 290,000 tested, 1.1% active | AID 1565; in the data active = inhibition above about 60%
# Target sequence (Q8TCT1 whole entry, looked up): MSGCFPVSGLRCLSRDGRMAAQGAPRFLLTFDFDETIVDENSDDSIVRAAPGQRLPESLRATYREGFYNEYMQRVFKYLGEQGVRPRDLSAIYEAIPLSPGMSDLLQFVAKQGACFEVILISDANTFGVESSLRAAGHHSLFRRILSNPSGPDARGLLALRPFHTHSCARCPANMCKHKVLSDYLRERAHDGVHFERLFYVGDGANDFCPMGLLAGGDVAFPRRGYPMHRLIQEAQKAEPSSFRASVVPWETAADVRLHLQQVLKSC
# GPR7 antagonist = human neuropeptides B/W receptor 1 antagonism. P48145. GPR7-expressing cells, fluorescence antagonist assay. inhibition, % at 4.4 µM. 290,000 tested, 1.1% active. AID 1861; in the data active = inhibition above about 16%, passing the limit was not always enough;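 note: cells stimulated with the agonist NPW; 0% = agonist with vehicle and 100% = vehicle without agonist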
# Target sequence (P48145 whole entry, looked up): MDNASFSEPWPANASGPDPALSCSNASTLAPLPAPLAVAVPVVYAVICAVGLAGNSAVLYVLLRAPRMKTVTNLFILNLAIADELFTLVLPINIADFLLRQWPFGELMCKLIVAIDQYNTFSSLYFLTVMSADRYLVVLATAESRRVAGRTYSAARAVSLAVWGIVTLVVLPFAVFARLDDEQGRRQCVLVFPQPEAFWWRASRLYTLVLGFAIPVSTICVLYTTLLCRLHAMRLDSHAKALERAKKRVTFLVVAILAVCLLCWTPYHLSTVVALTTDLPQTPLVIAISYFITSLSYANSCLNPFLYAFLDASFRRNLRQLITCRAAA
# MEKK3 PB1 HTS = MEKK3-MEK5 PB1 interaction, increase or decrease; Q99759; bead-based flow cytometry, Alexa488-MEK5 binding to MEKK3; actives lie on both sides; 0 = blocked by unlabeled MEK5, 100 = vehicle; binding response (% of control), % at 10 µM; 290,000 tested, 1.4% active; AID 1529;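 active = binding response more than 3 SD above or below the average of its plate-row segment, actives on both sides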;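 note: Alexa488 bead fluorescence after subtracting the streptavidin-only scavenger bead signal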
# An asterisk follows results filed as active; · = no result given. No enrichment for hits. Share with any hit: about 5.4%.
# The opening eleven records as a preview:
SMILES,MEKK2 mut-MEK5,MEKK2wt PB1 HTS,GalR3 antagonist,NALP1 inh,OXTR agonist,V1R ag counter,PHOSPHO1 block,GPR7 antagonist,MEKK3 PB1 HTS
O=C(C1CCN(S(=O)(=O)c2cnc[nH]2)CC1)N(CCc1ccccc1)Cc1ccccc1,2,109,-3,4,-0.1,-0.8,-10,-5,103
COc1cc(C(=O)NCCC(=O)NCCN2CCOCC2)cc(OC)c1OC,6,106,·,-3,0.3,0.1,3,3,106
Cc1ccc(C)c(NC(=S)NC(NC(=O)Cc2ccccc2)C(Cl)(Cl)Cl)c1 (configuration not stated),5,102,-1,6,-0.6,0.3,35,-11,105
Cc1nc(Nc2ccc(Cl)cc2)c2nnn(Cc3ccccc3)c2n1,-8,83,-6,-1,-0.9,-0.7,20,-9,98
CCSc1nnc(NC(=O)C(Cc2ccccc2)n2cccc2)s1 (configuration not stated),5,105,1,4,-0.1,-0.1,-21,1,102
Cc1ccc(-c2nnn(CC(=O)N(Cc3ccccc3)C(C(=O)NC3CCCC3)c3ccncc3)n2)o1 (configuration not stated),1,100,1,10,-0.7,0.5,9,-2,103
CC(=O)c1ccc(NC(=O)CN2C(=O)COc3ccc(Cl)cc32)cc1,4,104,2,-8,4.4,2.1,4,-7,101
Cc1ccc(Cl)cc1N1CCN(C(=O)c2cc3c(=O)n(C)c4ccccc4c3n2C)CC1,-8,74,3,14,0.0,0.2,-7,-8,79
CC(C(=O)NC1CCCC1)N1CCN(Cc2ccccc2)CC1 (configuration not stated),1,122,-6,0,0.3,0.5,20,3,140*
COc1ccc(SCCN2CCN(CC(C)C)CCC2=O)cc1,3,131,-2,-5,0.1,-0.4,31,·,113
CCSc1n[nH]c(=O)[nH]c1=O,1,96,-2,7,-0.1,0.4,-28,-1,98

# The whole of this part, repeating the preview:
SMILES,MEKK2 mut-MEK5,MEKK2wt PB1 HTS,GalR3 antagonist,NALP1 inh,OXTR agonist,V1R ag counter,PHOSPHO1 block,GPR7 antagonist,MEKK3 PB1 HTS
O=C(C1CCN(S(=O)(=O)c2cnc[nH]2)CC1)N(CCc1ccccc1)Cc1ccccc1,2,109,-3,4,-0.1,-0.8,-10,-5,103
COc1cc(C(=O)NCCC(=O)NCCN2CCOCC2)cc(OC)c1OC,6,106,·,-3,0.3,0.1,3,3,106
Cc1ccc(C)c(NC(=S)NC(NC(=O)Cc2ccccc2)C(Cl)(Cl)Cl)c1 (configuration not stated),5,102,-1,6,-0.6,0.3,35,-11,105
Cc1nc(Nc2ccc(Cl)cc2)c2nnn(Cc3ccccc3)c2n1,-8,83,-6,-1,-0.9,-0.7,20,-9,98
CCSc1nnc(NC(=O)C(Cc2ccccc2)n2cccc2)s1 (configuration not stated),5,105,1,4,-0.1,-0.1,-21,1,102
Cc1ccc(-c2nnn(CC(=O)N(Cc3ccccc3)C(C(=O)NC3CCCC3)c3ccncc3)n2)o1 (configuration not stated),1,100,1,10,-0.7,0.5,9,-2,103
CC(=O)c1ccc(NC(=O)CN2C(=O)COc3ccc(Cl)cc32)cc1,4,104,2,-8,4.4,2.1,4,-7,101
Cc1ccc(Cl)cc1N1CCN(C(=O)c2cc3c(=O)n(C)c4ccccc4c3n2C)CC1,-8,74,3,14,0.0,0.2,-7,-8,79
CC(C(=O)NC1CCCC1)N1CCN(Cc2ccccc2)CC1 (configuration not stated),1,122,-6,0,0.3,0.5,20,3,140*
COc1ccc(SCCN2CCN(CC(C)C)CCC2=O)cc1,3,131,-2,-5,0.1,-0.4,31,·,113
CCSc1n[nH]c(=O)[nH]c1=O,1,96,-2,7,-0.1,0.4,-28,-1,98
Cc1ccc(CNS(=O)(=O)c2c(C(=O)N3CCCCC3)c(C)n(C)c2C)o1,0,97,0,5,0.0,0.2,28,5,95
CCn1ncc(NC(=S)NCCc2ccccc2)c1C(N)=O,5,104,-6,14,0.1,0.8,34,-12,103
O=C(O)CCCn1cc(NC(=O)c2sc3ccccc3c2Cl)cn1,1,101,-1,-23,-0.8,-0.1,-1,-14,99
C=CCn1c(=O)c2ccccc2n2c(SCC(C)=O)nnc12,-2,96,-10,12,-0.5,-0.1,17,-16,99
CCOc1ccc(S(=O)(=O)N2CCCC(C(=O)NCc3ccncc3)C2)cc1C (configuration not stated),0,96,-8,-15,4.5,7.5,43,-11,100
CO/N=C/c1ccc(N2CCN(C(=O)c3cccc(C(F)(F)F)c3)CC2)c([N+](=O)[O-])c1,5,105,-6,39,7.7,7.6,-8,7,111
Cc1cc(C)n(-c2ccc(C(=O)OCc3ccccc3)cc2)n1,0,106,-3,27,-1.7,-1.2,-6,-6,90
COc1cc2c(cc1OC)C(c1ccc(-c3ccccc3Cl)o1)=NCC2,17,112,-7,25,-1.8,0.1,26,5,105
O=C(C1=C[C@@H](C2CC2)C[C@@H](OCCCCO)O1)N1CCN(Cc2ccc3c(c2)OCO3)CC1,6,108,-3,2,0.8,-0.1,14,-5,105
O=C(NCCc1ccccc1)c1ccc(=O)[nH]c1,11,105,0,11,0.8,-0.3,42,2,107
Cc1ccc(NS(=O)(=O)c2cccc3cccnc23)c(Br)c1,4,100,-9,1,-0.8,-0.1,42,-17,104
COc1cc([N+](=O)[O-])ccc1NC(=O)CCCOc1cccc(C)c1,1,96,-6,12,-2.6,0.4,17,25,93
Cc1cccc(NC(=O)C23CCC(C)(C(=O)O2)C3(C)C)c1 (configuration not stated),-11,93,0,-4,-1.8,-0.3,19,1,93
CC(C)CC(=O)N1CCC(O)(CS(=O)(=O)c2ccc(Cl)c(Cl)c2)CC1,-2,101,-2,2,1.0,0.8,12,-15,106
N#Cc1c(-c2cccs2)nc(SCc2ccc(Cl)cc2)[nH]c1=O,-9,89,-2,-11,·,·,0,-4,101
CC(/C=C/c1ccc(N(C)C)cc1)=N/N=C1/NC(=O)CC(C(=O)Nc2ccc(Cl)cc2)S1 (configuration not stated),-1,101,-1,10,1.9,1.1,-15,-5,106
Cc1ccc(C)c(S(=O)(=O)NCc2ccc(C(=O)N3CCN(C)CC3)cc2)c1,5,110,-4,28,0.7,-0.1,-40,0,104
COc1ccc(S(=O)(=O)Nc2ccc3c(c2)OCCO3)cc1OC,5,109,-9,-5,3.3,2.3,·,-10,106
O=C(C1CCCN(S(=O)(=O)c2cccc3cccnc23)C1)N1CCc2ccccc21 (configuration not stated),-1,98,-2,36,-1.3,2.4,7,-6,99
Cc1nc(-c2ccc(NC(=O)c3cccs3)cc2)cs1,1,102,-4,10,2.9,2.6,3,-7,99
O=C(CSc1nnc(COc2ccc(Cl)cc2)n1Cc1ccco1)c1ccccc1F,-1,101,-3,5,1.0,0.4,96*,1,102
CCOC(=O)C1(CCOC)CCN(Cc2cccc(OCc3ccccc3)c2)CC1,6,111,-6,23,-1.6,1.5,30,-9,98
CCc1ccccc1NC(=S)N(Cc1ccc(C(=O)O)cc1)Cc1ccc(OC)c(OC)c1,4,106,-3,7,-0.2,0.0,-1,-14,99
CC(C)c1ccc(NC2CCCN(C(=O)c3ccc(N4CCOCC4)cc3)C2)cc1 (configuration not stated),4,99,0,9,1.3,2.8,27,-7,103
CCCCS(=O)(=O)N1CCCC(C(=O)NCC2CCCO2)C1 (configuration not stated),2,98,-1,20,-0.1,0.3,·,-13,98
Cc1cc(NC(=O)CCC(=O)N(CC(=O)NC2CCCC2)c2ccc(F)c(Cl)c2)no1,0,101,-6,-5,0.3,0.0,44,-10,100
CC(=O)NC(CCCCNC(=S)NC1CCCCC1)C(=O)O (configuration not stated),0,106,-6,-5,0.9,1.8,50,3,122
CN1C(CC(=O)c2ccccc2)CCCC1CC(O)c1ccccc1 (configuration not stated),4,107,5,-2,1.1,0.1,6,-6,107
CCC(=O)Nc1ccc(NC(=S)NC(=O)c2cc3ccccc3o2)cc1,-1,103,-6,25,1.3,0.3,2,-5,93
Cc1oc(-c2ccc(Cl)cc2)nc1CN1CCCC(C(=O)N2CCN(C(=O)c3ccco3)CC2)C1 (configuration not stated),6,112,84*,-5,1.5,5.0,-9,4,105
CC(=O)Nc1ccc(N2C(=O)c3cccc(NC(C)=O)c3C2=O)cc1,-2,94,-6,11,0.1,-0.3,2,-7,89
COc1ccc2c(c1)[nH]c1c(=O)n(CCN3CCCC3)cnc12,8,115,1,8,0.1,-0.8,-34,24,107
C=CCn1c(=NC(=O)c2cc(Cl)sc2Cl)sc2cc(S(N)(=O)=O)ccc21,1,97,-13,41,1.3,1.1,-5,10,101
Cc1noc(C)c1COC(=O)CCc1nc2ccccc2c(=O)[nH]1,1,106,0,18,-0.7,0.8,2,-6,104
N#C/C(=C\c1ccccn1)c1nc2ccccc2s1,-7,92,-3,6,28*,31*,28,21*,95
COc1cc(/C=N/NC(=O)c2cccc([N+](=O)[O-])c2)cc(OC)c1O,-12,93,2,-1,-0.8,0.0,-20,-1,104
CC(NC(=O)c1ccccc1)c1nnc(SCC(=O)NC2CCCC2)n1C (configuration not stated),-6,98,-3,9,-0.1,-0.4,4,1,98
CCC(c1nnnn1Cc1ccccc1)N1CCN(c2ccc(OC)cc2)CC1 (configuration not stated),-10,91,-1,0,-0.1,0.6,31,-9,106
COc1cc2c(cc1OC)-c1cc(Nc3ccc(C)cc3)nc(=O)n1CC2,-1,101,45*,9,-1.3,1.2,20,-22,99
# Next section:
SMILES,MEKK2 mut-MEK5,MEKK2wt PB1 HTS,GalR3 antagonist,NALP1 inh,OXTR agonist,V1R ag counter,PHOSPHO1 block,GPR7 antagonist,MEKK3 PB1 HTS
O=C(O)c1ccccc1NC(=O)C1C2C=CC(C2)C1C(=O)O (configuration not stated),6,105,-8,7,-0.6,1.5,36,-13,102
CCOC(=O)c1sc2c(c1C)c(=O)c(C(=O)OCC)cn2CC,7,118,-1,13,-1.2,-0.1,20,-8,118
CC1CN(C(=O)C(C)Sc2nnnn2C)CC(C)O1 (configuration not stated),-1,104,-6,10,0.8,-0.7,-20,-15,101
Cc1c(OCC(=O)NCCCN2CCCC2=O)ccc2c3c(c(=O)oc12)CCCC3,1,100,-7,30,-1.2,3.0,22,-19,100
CCOc1ccc(NC(=O)N2CCC(n3nnc4ccccc43)CC2)cc1,-10,79,-2,18,-1.6,-0.2,41,-19,77
CC1(C)OC(C(=O)NC2CCCCC2)C(C(=O)NC2CCCCC2)O1 (configuration not stated),-2,104,-7,8,-0.9,1.2,-8,3,110
O=C(Oc1cccc2cccnc12)c1ccc(N2C(=O)C3C4CCC(C4)C3C2=O)cc1 (configuration not stated),-2,97,-12,59*,0.5,0.7,-28,-4,101
O=C(NC1CCCCC1)C1Cc2ccccc2CN1S(=O)(=O)c1ccc(F)cc1 (configuration not stated),3,85,-7,-24,-1.8,-0.4,2,-4,72
CCCC1(C(=O)OCC)NC(c2ccc(OC)cc2OC)C2C(=O)N(c3ccc4c(c3)OCCO4)C(=O)C21 (configuration not stated),8,97,-1,7,-1.2,-0.5,-8,-1,103
CCCc1c(C)nc(N2CCN(c3ccc(F)cc3)CC2)[nH]c1=O,6,109,-7,14,0.6,1.4,40,-15,104
